Assay outcomes as filed in PubChem.
GRP78 ERSR act: induces the endoplasmic reticulum stress response in human glioma cells. U87-MG GRP78 promoter luciferase reporter, 16 h. hit rate 0.02% among 420,000. Potency, µM, for inactives: at the top dose activation, actives largely listed as activators; also: potency is read from the fitted curve at half-maximal effect; series mostly up to about 76 µM; % of control where 0% means no effect; nearly all actives have a fitted effect of over 35% in size
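Stably transfected U87-MG human glioma cells carrying a GRP78-based luminescent sensor were seeded at 1000 cells/well, pin-dosed with compounds and incubated 16 h. Luciferase reagent was then added, and end-point luminescence was read after 10 min at room temperature.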
Vif-A3F inh: Vif-A3F binding inhibition. HeLa A3F-eYFP + Vif (tagged APOBEC3F with the HIV-1 protein that degrades it), YFP fluorescence increase. Potency, µM (titrated, usually from 46.1 µM), for inactives: at the highest dose activity, negative = active. hit rate 0.2% among 390,000. AID 602313; also: potency is read from the fitted curve at half-maximal effect; % of control where 0% means no effect; nearly all actives have a fitted effect of over 65% in size
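HeLa cells stably expressing Vif plus C-terminally eYFP-tagged A3F were seeded, incubated overnight at 37 deg C, dosed with compound, incubated overnight again at 37 deg C. Yellow fluorescence (Ex 488/Em 500-530) reported blocked Vif-mediated A3F-eYFP degradation.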
D2 potentiator: positively modulates the human D2 dopamine receptor allosterically | P14416 | HEK293 T-REx D2, calcium flux, EC20 dopamine potentiation | potentiation, % at 10 µM | hit rate 0.34% among 340,000;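 active = potentiation over 3 SD above the plate norm, cut at about 30% in these data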; also: 0% is about no effect
Target sequence (P14416 whole entry, looked up): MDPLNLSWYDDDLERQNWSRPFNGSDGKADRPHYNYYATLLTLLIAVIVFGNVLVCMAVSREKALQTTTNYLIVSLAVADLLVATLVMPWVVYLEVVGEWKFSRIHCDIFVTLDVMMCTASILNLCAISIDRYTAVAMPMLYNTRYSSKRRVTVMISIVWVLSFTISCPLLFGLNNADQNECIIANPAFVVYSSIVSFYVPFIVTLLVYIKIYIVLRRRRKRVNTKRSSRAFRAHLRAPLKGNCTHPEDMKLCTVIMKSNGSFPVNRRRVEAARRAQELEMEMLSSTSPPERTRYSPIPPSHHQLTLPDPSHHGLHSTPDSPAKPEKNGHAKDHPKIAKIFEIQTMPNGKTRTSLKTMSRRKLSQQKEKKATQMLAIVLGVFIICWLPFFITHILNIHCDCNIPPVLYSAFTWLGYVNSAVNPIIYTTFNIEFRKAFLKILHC
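Potentiation of an EC20 dopamine calcium response measured kinetically over 180 s, after a preceding 180 s compound-only read flagging agonists. Cells: inducible Hek293 Trex D2 line, 4000/well, cultured overnight at 30 C before dye loading.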
LDHA block: blocks human lactate dehydrogenase A. activity change, % (values are at about 110 or 230 µM). purified LDHA, NADH/diaphorase-resazurin fluorescence; active compounds read low. hit rate 0.15% among 480,000. P00338. AID 1347041; in the data active = activity change below about -30%; inconclusive = mostly about -25% to -30%;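 also: plate controls were DMSO wells for no effect and wells without enzyme for full effect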
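Human LDH5 (2 nM) was incubated with 0.06 mM NADH and 0.2 mM pyruvate for 5 min at room temperature in Tris pH 7.4. Remaining NADH was coupled through diaphorase/resazurin, and resorufin fluorescence was read at 0 and 20 min.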
RXFP1 agonist: RXFP1 (human) receptor agonism. HEK293T-RXFP1 cAMP TR-FRET, 30 min; response scale: percent of porcine relaxin response, buffer zero. AID 2676. Potency, µM (titrated, usually from 57.5 µM), for the others: at the highest dose activation, usual class: activators. Q9HBX9. hit rate 0.3% among 370,000; also: potency is read from the fitted curve at half-maximal effect; % is scaled to controls: 0 for no effect and ±100 for the full control effect; nearly all actives have a fitted effect of over 60% in size; many of its hits are not listed in these tables
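Agonist response is measured as cAMP accumulation in an RXFP1-transfected HEK293T line under PDE4 inhibition. Values are scaled between buffer-only and 29 nM porcine relaxin, and EC50s come from standard Hill equation fits.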
D1 potentiator: enhances dopamine response at the human D1 receptor. potentiation, % at 10 µM. hit rate 0.036% among 360,000. P21728. AID 504651. HEK293 TREx D1 cells, calcium flux, dopamine EC20 potentiation; in the data active = potentiation above about 30%; also: 0% is about no effect
D1 ag: activates the human D1 dopamine receptor | HEK293 T-REx D1 cells, calcium flux, agonist mode | AID 504660 | activation, % at 2 µM | hit rate 1% among 360,000; in the data active = activation above about 30%; also: 0% is about no effect
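Tetracycline-induced HEK293 TREx D1 cells, force-coupled to calcium signalling, were dye-loaded with a no-wash calcium kit. Compound was pin-added after a 10 s baseline. Fluorescence was read kinetically at 1 cycle/s for 180 s, with calcium rises flagged as agonism.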
D1 antagonist: human D1 dopamine receptor antagonism | P21728 | HEK293 TREx D1 cells, calcium flux, dopamine EC80; active compounds read low | activity change, negative = inhibition, % at 10 µM | hit rate 3.2% among 360,000; in the data active = activity change below about -30%; also: % is scaled to controls: 0 for no effect and ±100 for the full control effect
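Compound effects on dopamine-evoked calcium signalling were measured in tetracycline-induced HEK293 Trex D1 cells. Dopamine at EC80 followed a 180 s compound pre-read, and fluorescence was tracked kinetically for 180 s more.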
Vif-APOBEC3G blk: Vif-A3G binding inhibition | HeLa A3G-eYFP + Vif (tagged APOBEC3G with the HIV-1 protein that degrades it), YFP fluorescence, overnight | Potency, µM (doses to about 46.1 µM), for inactives: at the highest dose activity, negative = active, usual class: inhibitors | hit rate 0.076% among 410,000 | AID 602310;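 also: potency is read from the fitted curve at half-maximal effect; % is scaled to controls: 0 for no effect and ±100 for the full control effect; nearly all actives have a fitted effect of over 60% in size; hits raise eYFP signal because A3G escapes Vif-driven loss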
Target sequence (Q9HC16 whole entry, looked up): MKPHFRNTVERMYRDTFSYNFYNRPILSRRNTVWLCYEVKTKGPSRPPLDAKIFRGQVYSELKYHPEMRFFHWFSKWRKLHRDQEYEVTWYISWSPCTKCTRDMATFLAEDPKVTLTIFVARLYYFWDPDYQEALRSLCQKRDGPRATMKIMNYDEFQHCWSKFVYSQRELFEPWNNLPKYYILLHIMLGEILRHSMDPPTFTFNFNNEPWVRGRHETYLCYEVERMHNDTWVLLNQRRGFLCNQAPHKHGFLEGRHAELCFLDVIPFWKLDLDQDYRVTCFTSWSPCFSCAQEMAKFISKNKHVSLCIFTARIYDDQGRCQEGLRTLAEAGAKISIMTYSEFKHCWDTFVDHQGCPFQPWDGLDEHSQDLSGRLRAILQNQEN
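HeLa cells stably expressing Vif and C-terminally eYFP-tagged A3G, seeded overnight at 37 deg C, then exposed to compound by pintool overnight at 37 deg C. Rise in yellow fluorescence (Ex 488/Em 500-530, Acumen) marks blocked Vif-driven A3G degradation.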
* = called active by the depositor; ? = inconclusive; · = no result given. Unless noted, calls follow the shape of the dose curve; as a rule, active = well fitted curve in the direction sought with a large enough effect; inconclusive = small, poorly fitted or top-dose-only effect, or another doubt; inactive = no such curve, though single readings can be large; an effect the other way counts as inactive or inconclusive. These rows are one share of the data; the hit share may differ from the screen's.

canonical_smiles | GRP78 ERSR act | Vif-A3F inh | D2 potentiator | LDHA block | RXFP1 agonist | D1 potentiator | D1 ag | D1 antagonist | Vif-APOBEC3G blk
CCOc1ccccc1NC(=O)CSc1nnc(-c2cnccn2)n1CC | 1% | -6% | 9 | -5 | -0.8% | 0 | 2 | -11 | -6%
CCn1nnc(-c2ccccc2NC(=O)C(F)(F)F)n1 | 0% | -13% | -1 | -7 | 1.1% | -4 | 0 | -6 | 0%
Cc1nc(N)sc1-c1ccccc1 | 3% | -3% | · | -2 | · | · | · | · | -4%
CCOC(=O)c1c(NC(=O)CSc2nnc(Cc3ccccc3)o2)sc(C(C)=O)c1C | -3% | 3% | · | -5 | 9.8% | -10 | 1 | -36* | 0%
Cc1ccn(C(=O)c2cc3cc(Cl)ccc3oc2=O)n1 | -1% | 1% | -2 | -1 | -2.1% | 2 | -2 | 6 | -4%
CCOC(=O)C(=O)Nc1ccc(S(=O)(=O)Nc2nccs2)cc1 | -2% | 1% | -2 | -4 | 0.1% | -8 | -1 | 26 | 1%
CC(C)(C)NC(=O)COC(=O)c1ccc(Cl)nc1 | 0% | -7% | 21 | -6 | 1.0% | 0 | 7 | -16 | -4%
CCCCCCNC(=O)Cc1nc2nc(C)cc(C)n2n1 | -2% | -2% | 2 | 7 | 0.1% | -3 | 1 | 9 | 1%
O=C(NNC(=S)Nc1ccccc1)C1CCCCC1 | -2% | -14% | -9 | -10 | -0.7% | -4 | 0 | 0 | 0%
O=C(Nc1ccc(Oc2ccccc2)nc1)C1CCN(Cc2ccccc2)CC1 | -2% | 1% | -5 | 1 | 0.3% | -7 | 22 | -5 | 5%
C=CCOc1ccc(-c2nc3c(c(=O)[nH]c(=O)n3CCCC)n2C)cc1OC | -7% | 3% | 3 | -7 | -1.4% | -4 | 0 | 10 | -2%
O=C(COC(=O)CCc1c[nH]c(=O)[nH]1)Nc1ccccc1Cl | -4% | -7% | -8 | -1 | -0.7% | -2 | 4 | -6 | 0%
COc1c(C(C)C)cc(NC(C)=O)cc1C(C)C | -4% | 6% | -3 | -4 | 0.2% | -3 | 0 | 7 | -1%
Cc1nn(-c2ccccc2)c(C)c1NC(=O)c1cccs1 | -3% | -6% | 6 | -2 | -0.2% | -3 | 1 | 4 | 0%
O=c1c(Cc2ccc(F)cc2)c(O)ccn1Cc1cccc(Cl)c1 | -5% | 0% | 3 | -1 | 2.2% | -8 | 5 | -15 | 3%
CC(C)CN1CCN(C(=O)CCc2nnc(Cc3c[nH]c4ccccc34)o2)[C@@H](C)C1=O | 3% | -4% | -1 | -2 | 3.8% | -6 | 1 | 4 | -6%
CC(=O)NCCC(=O)Nc1ccc(C(N)=O)cc1 | -3% | 0% | -9 | 1 | -0.4% | -3 | -1 | 24 | 1%
Cc1cc([N+](=O)[O-])nn1Cc1ccc(F)cc1 | -6% | -7% | -3 | -5 | -2.2% | -1 | 6 | -13 | 1%
CCOc1ccc(C(=O)NCCS(=O)(=O)N2CCN(c3cccc(Cl)c3)CC2)cc1 | -3% | -1% | 25 | -1 | -1.4% | -1 | 5 | -8 | 0%
CC(C)CC(NS(=O)(=O)OCC(Cl)(Cl)Cl)c1ccccc1 (stereo not drawn) | -8% | 6% | -13 | 8 | 0.6% | -11 | 2 | -21 | -21%
COc1cccc(C#CC2=CC(=O)C[C@H](c3ccc(F)cc3)C2)c1 | ? | -10% | · | -14 | · | · | · | · | ?
Cc1ccc(N2C(=O)N3[C@@H]4c5ccccc5OC[C@@H]4[C@@H](c4ccccc4)[C@@]3(C)C2=O)cc1 | -6% | 0% | · | -1 | · | · | · | · | 6%
COC(=O)C1=C(N)Oc2cc(C)[nH]c(=O)c2C1c1ccncc1 (stereo not drawn) | 0% | 0% | -8 | -2 | 0.7% | -9 | 3 | -2 | -1%
CN1CCc2nc(SCc3ccc(Cl)cc3)c(C#N)c(-c3cccs3)c2C1 | -2% | ? | · | 6 | · | · | · | · | -1%
CCCCN(CCCC)S(=O)(=O)c1ccc2oc(C(=O)N3CCOCC3)c(C)c2c1 | -3% | -1% | 0 | 10 | 1.1% | 2 | 14 | -3 | 3%
Cn1c(=O)c([N+](=O)[O-])c(NCCc2ccccc2)c2ccccc21 | -2% | -8% | -13 | -3 | 1.6% | 2 | 1 | 17 | -2%
Cc1cc(NC(=O)C(C)(C)C)no1 | -6% | 0% | -1 | -7 | 0.7% | -3 | 3 | -6 | -2%
CC(=O)c1cccc2c(O)c(C3=Nc4ccccc4C3=O)[nH]c12 | ? | 4% | -6 | 18 | -10% | 9 | 2 | 8 | -15%
CN(C)C(=S)SCC(=O)NCc1ccc(F)cc1 | 2% | -2% | -9 | -12 | 4.2% | -3 | 3 | -19 | -1%
CCCCC(CCC(=O)Nc1ccc(C(=O)OCC)cc1)C(=O)O (stereo not drawn) | 0% | 1% | 11 | -5 | 1.1% | -4 | 1 | -5 | 1%
CCC(C(=O)OCC(=O)Nc1c(Cl)cccc1Cl)c1ccccc1 (stereo not drawn) | -4% | -4% | -10 | -1 | 2.7% | -2 | 4 | -12 | -4%
COCC1CCCN(C(=O)c2cc(COc3ccc(C(C)=O)cc3)on2)C1 (stereo not drawn) | 1% | -3% | · | -7 | · | · | · | · | -1%
O=C(NC1CCOc2ccccc21)c1ccc(Cl)nc1 (stereo not drawn) | -4% | 1% | 3 | -8 | -0.2% | 4 | 2 | -14 | 2%
COc1ccc2[nH]c(C(=O)N/N=C/c3cc(OC)c(OC)c(OC)c3)cc2c1 | 5% | -12% | 3 | -15 | -0.1% | -8 | 2 | -6 | -22%
Cc1cc(C)n2nc(C(=O)OCC(=O)c3ccccc3Cl)nc2n1 | -1% | 0% | -10 | -2 | 3.0% | · | 4 | -3 | 1%
CCOC(=O)C1=CN(Cc2ccco2)S(=O)(=O)N(C)C1c1ccc(F)c(Cl)c1 (stereo not drawn) | -2% | 0% | · | 4 | · | · | · | · | 0%
COCc1ccc(C(=O)Nc2ccccc2C(=O)NCc2cccnc2)cc1 | -1% | 1% | -3 | -6 | 2.2% | -1 | 1 | 2 | -2%
CCC(Oc1ccccc1)C(=O)N1CCN(c2ccccn2)CC1 (stereo not drawn) | -1% | 6% | 14 | -4 | -1.0% | -3 | 2 | 9 | -7%
COc1ccc(OC)c(-c2nc(CN3CCCCC3c3cccnc3)c(C)o2)c1 (stereo not drawn) | 0% | -1% | -4 | 3 | 2.3% | -2 | 2 | 2 | -2%
CC(=O)NCCn1ccc2ccccc21 | 5% | 0% | 16 | 7 | 0.6% | -2 | 1 | -3 | 0%
Cc1cc(N2C(=O)Cc3ccccc3C2=O)ccc1C(C)C | -3% | -14% | -7 | 1 | 2.6% | -4 | -1 | -12 | -2%
CCCOC(=O)C1C2C=CC(C2)C1C(=O)OCC(=O)c1ccccc1 (stereo not drawn) | -5% | -5% | 4 | -2 | -0.2% | -2 | 2 | 1 | 0%
O=C(CSc1ccc(-c2cccc([N+](=O)[O-])c2)nn1)N1CCCCC1 | 3% | -52% | -1 | -8 | 4.2% | -3 | 3 | -11 | -9%
Cc1ccc(C(=O)CCC(=O)OCC(=O)N2c3ccccc3NC(=O)C2(C)C)cc1 | 0% | -15% | · | -3 | -1.4% | -6 | 6 | -14 | -3%
COc1ccc(C(C[N+](=O)[O-])n2nc(C)cc2C)cc1 (stereo not drawn) | -4% | ? | -8 | 6 | 0.4% | -2 | 1 | 14 | -23%
CN1C(=O)/C(=N/OC(=O)c2ccccc2Br)c2ccccc21 | 3% | -7% | · | -13 | -0.7% | 2 | 1 | 2 | -6%
CC(C)CC(=O)O/N=C1\C(=O)N(Cc2ccc(Cl)cc2)c2ccc([N+](=O)[O-])cc21 | · | · | -3 | · | 0.5% | 2 | 3 | 1 | ·
O=C(O)c1ccc(N/N=C/C2=Cc3ccccc3OC2)cc1 | -2% | 5% | -6 | -12 | -1.1% | 0 | 4 | -2 | -12%
CCP(=O)(CC)C(C)(C)CP(=O)(c1ccccc1)c1ccccc1 | -4% | -14% | 10 | -7 | 2.6% | 3 | 3 | -11 | -1%
COc1ccc(CCNC(=O)COC(=O)/C=C/c2cc(OC)ccc2OC)cc1 | -2% | -4% | · | -4 | · | · | · | · | 1%
CSc1ccccc1C(=O)NCC(c1ccco1)N1CCCCC1 (stereo not drawn) | -2% | 2% | 2 | -4 | 1.4% | -4 | 1 | 10 | 0%
CCc1ccc(C2NC(=S)NC3=C2C(=O)CCC3)cc1 (stereo not drawn) | -6% | 3% | -1 | -1 | 0.6% | -4 | 1 | 17 | -1%
Cc1ccc(-c2nnc(Nc3ccc(O)cc3)c3ccccc23)cc1S(=O)(=O)N1CCN(C)CC1 | 7% | 3% | 4 | -6 | 4.4% | -1 | 0 | 1 | -9%
O=C(NCc1ccco1)c1cc(S(=O)(=O)N2CCCC2)ccc1Cl | 3% | -19% | 2 | 2 | 1.0% | 1 | 2 | -7 | -1%
O=C(Nc1ccc2oc(-c3cccnc3)nc2c1)c1ccc(Br)cc1 | -2% | 0% | 7 | -12 | 1.9% | 0 | 0 | -24 | 1%
COc1cc(C(=O)N2CCN(c3ccccc3Cl)CC2)ccc1OCC(=O)N1CCOCC1 | -6% | 7% | -8 | -1 | -0.4% | -4 | 6 | -8 | 0%
CCCOc1ccc(N2C(=O)CC(N(CCc3ccc(OC)c(OC)c3)C(=O)c3ccccc3)C2=O)cc1 (stereo not drawn) | -4% | 1% | 3 | 0 | 5.6% | -2 | 3 | -6 | 2%
